SRC1 TRFRET art – flags TR-FRET format artefacts in PPARgamma SRC-1 recruitment agonist screen; TR-FRET ratio at 8 µM; TR-FRET detection artefact counter-screen, emission ratio; active compounds read high; AID 1051; 99,000 compounds, 0.34% hits; in the data active = TR-FRET ratio above about 2300; note: inactives centre near 1800; reference of the scale not given here
SRC3 TRFRET art – flags TR-FRET format artefacts in PPARgamma SRC-3 recruitment agonist screen. TR-FRET ratio at 8 µM. TR-FRET artefact counter-screen, PPARgamma/SRC-3 format; active compounds read high. 99,000 compounds, 0.39% hits; in the data active = TR-FRET ratio above about 2000; note: inactives centre near 1600; reference of the scale not given here
Numbers without * were called inactive.

SMILES	SRC1 TRFRET art	SRC3 TRFRET art
COc1ccc(OCCOc2ccccc2[N+](=O)[O-])cc1	1849	1683
Cc1ccc(N2C(=O)N(CC(=O)Nc3cc(C)cc(C)c3)C(=O)C2C)cc1 (stereo unspecified)	1925	1606
Cc1ccc(N2C(=O)CC(Sc3ccccc3C(=O)O)C2=O)cc1C (stereo unspecified)	2076	1674
Cc1ccc(/C=N/Nc2nc3ccccc3s2)o1	1714	1444
COc1ccccc1N=Cc1c(C)[nH]n(-c2ccc(C)cc2C)c1=O	1866	1677
COCC(=O)NNC(=S)Nc1cccc(C)c1C	1563	1582
Nc1nc(SCC(=O)Nc2ccc3c(c2)CCC3)n[nH]1	2080	1580
CS(=O)(=O)N1CCN(C2C3CC4CC(C3)CC2C4)CC1 (stereo unspecified)	2082	1680
COc1ccc(NC(=S)NC(=O)/C=C/c2ccco2)cc1	1962	1895
CCOC(=O)CC1C(=O)NCCN1S(=O)(=O)c1ccc(OC)cc1 (stereo unspecified)	1718	1520
O=c1c2ccccc2nc(COc2ccccc2)n1/N=C/c1cc([N+](=O)[O-])ccc1O	1568	1472
CC1(C)Cc2c(sc3nnn(Cc4ccc(Cl)cc4)c(=O)c23)CO1	1483	1677
O=S(=O)(Nc1cc(Sc2cccc3cccnc23)c(O)c2ccccc12)c1ccccc1	1673	1407
O=C(O)C1CN(C(=O)c2cccc(Br)c2)C1	1677	1682
O=C(CN(c1cccc(C(F)(F)F)c1)S(=O)(=O)c1ccc(Cl)c([N+](=O)[O-])c1)NCc1ccccc1Cl	1948	1595
CSc1ccc(C(=O)C2CCCN(Cc3cccn3-c3cccnc3)C2)cc1 (stereo unspecified)	1913	1702
Cc1ccc(/C=N/NC(=O)CCSc2ccccc2)cc1	1756	1546
CCn1c(CSCc2c(Cl)cccc2Cl)n[nH]c1=S	1730	1581
COc1ccccc1NS(=O)(=O)c1cc(NC(C)=O)ccc1N1CCCCC1	2114	1620
Cn1c(C(=O)NCc2ccco2)cc2c(=O)[nH]c3ccccc3c21	2510*	1309

More structures follow.
SMILES	SRC1 TRFRET art	SRC3 TRFRET art
Cc1ccc(NC(=O)c2noc(C(C)C)c2[N+](=O)[O-])cc1	1730	1537
CC(=O)Nc1ccccc1C(=O)N1CCN(Cc2ccccc2)CC1	1990	1573
N#C/C(=C\c1cccs1)c1nc2ccccc2[nH]1	1683	1659
CCn1c(C)nc2cc(S(=O)(=O)Nc3ccc(C)cc3)ccc21	1697	1553
COc1ccc(NC(=S)Nc2ncccc2C)cc1OC	1702	1566
Nc1nc(-c2ccccc2)c(N=Nc2cccnc2)s1	1766	1516
Cc1ccc(NC(=O)Cc2cn(C)c3ccccc23)cc1F	1880	1664
CCOC(=O)N1CCC(=NNC(=O)c2ccc(O)cc2)CC1	1781	1428
COc1ccc(S(=O)(=O)N2CCN(CCC(=O)Nc3ccc(F)cc3)CC2)cc1	1773	1640
CCCCN(Cc1ccccc1)c1ncnc2nc[nH]c12	1880	1546
Cc1ccc(/C=C2/NC(=O)N(Cc3ccc(Br)cc3)C2=O)o1	1867	1663
CCO[C@@H]1OC(C(=O)N2CCN(Cc3ccc4c(c3)OCO4)CC2)=C[C@H](C2CCCCC2)[C@H]1CCCO	1507	1572
NNC(=O)c1ccc(COc2cccc3ccccc23)cc1	1657	1677
CC1=CC(C)(C)N=C(Nc2nc(C)c3cc(C)cc(C)c3n2)N1	1945	1586
C#CCOCCOCCOCCNc1nc(N2CCN(C(=O)[C@H](Cc3ccc(O)cc3)n3cc([C@@H](N)C(C)CC)nn3)CC2)nc(N2CCN(C(=O)[C@H](Cc3cc4ccccc4[nH]3)n3cc([C@@H](N)CC(C)C)nn3)CC2)n1 (stereo partly specified)	1519	1486
CC(=O)NS(=O)(=O)c1ccc(NC(=S)NC(=O)COc2ccccc2C)cc1	1973	1605
Cc1ccc(S(=O)(=O)Oc2ccc(C3C4=C(CCCC4=O)N(CCC(=O)O)C4=C3C(=O)CCC4)cc2Cl)cc1	1726	1472
Cn1c(SCC(=O)C(C)(C)C)nnc1-c1ccc(F)cc1	1669	1310
COc1ccc(C(=O)N2CCn3c(C)ccc3C2C)cc1 (stereo unspecified)	1753	1413
COc1ccc(C(=O)NC2(C(F)(F)F)NC(=O)N(CCCc3ccccc3)C2=O)cc1OC (stereo unspecified)	1950	1756

Arranged by molar mass (smallest number first): some entries from above.
SMILES	SRC1 TRFRET art	SRC3 TRFRET art
Cn1c(SCC(=O)C(C)(C)C)nnc1-c1ccc(F)cc1	1669	1310
CCn1c(C)nc2cc(S(=O)(=O)Nc3ccc(C)cc3)ccc21	1697	1553
CC(=O)Nc1ccccc1C(=O)N1CCN(Cc2ccccc2)CC1	1990	1573
COc1ccc(S(=O)(=O)N2CCN(CCC(=O)Nc3ccc(F)cc3)CC2)cc1	1773	1640
Cc1ccc(S(=O)(=O)Oc2ccc(C3C4=C(CCCC4=O)N(CCC(=O)O)C4=C3C(=O)CCC4)cc2Cl)cc1	1726	1472

Following part:
SMILES	SRC1 TRFRET art	SRC3 TRFRET art
COC(=O)C1=C(C)NC(C)=C(C(=O)OC(C)C)C1c1cccc2nonc12 (stereo unspecified)	1981	1631
CC(=O)c1cccc(S(=O)(=O)Nc2ccc3nc(C)sc3c2)c1	1668	1425
CNC(=S)N/N=C/c1cn(CCOc2ccccc2OC)c2ccccc12	1890	1493
CCOC(=O)C(C(C)C)C(N)Cc1ccc(F)cc1 (stereo unspecified)	1785	1759
COC(C(=O)Nc1ccc(S(=O)(=O)Nc2cccc3ccccc23)cc1)c1ccccc1 (stereo unspecified)	1705	1446
Cc1sc(NC(=O)c2ccco2)c(C(c2ccc(F)cc2)N2CCN(C)CC2)c1C (stereo unspecified)	1540	1456
COc1cccc(NC(=O)C(Sc2nnc3ccccn23)c2ccccc2)c1 (stereo unspecified)	1642	1694
CCOC(=O)C1CCCN(c2nc3ccccc3nc2C(C#N)C(=O)OCCOC)C1 (stereo unspecified)	2067	1569
COc1ccc(/C=N/NC(=O)C(=O)N2CCCC2)cc1	1760	1653
Cc1cccc(NC(=S)N/N=C/c2ccc3c(c2)OCO3)c1	1438	1384
Cc1cc(NC(=O)CSc2nnc(Cc3cccn3C)n2CCc2ccccc2)no1	1606	1389
O=C1N/C(=N/N=C/c2ccco2)SC1Cc1ccccc1 (stereo unspecified)	1999	1651
CC(=O)N1CCN(CC(=O)O)CC1	1990	1541
CCOC(=O)C1(CCCc2ccccc2)CCN(Cc2cn(CC)nc2C)CC1	1832	1298
CC(=O)c1ccc(S(=O)(=O)N2CCCCC2C(=O)O)cc1 (stereo unspecified)	1591	1415
COc1cc(/C=N/NC(=O)/C(=C/c2ccccc2)CCO)ccc1O	2262	1860
O=C(/C=C/c1ccccc1)Nn1c(-c2cccs2)nc2ccccc2c1=O	1622	1521
Cc1ccc(S(=O)(=O)N(C)C)cc1NC(=O)COC(=O)C1COc2ccccc2O1 (stereo unspecified)	1767	1431
CCc1ccc(S(=O)(=O)NC(=S)Nc2ccccc2)cc1	1686	1794
COC(=O)Nc1nc2ccc(Sc3ccccc3)cc2[nH]1	1641	1493

Next entries
SMILES	SRC1 TRFRET art	SRC3 TRFRET art
COc1ccc(/C=C/C(=O)Nc2cc(=O)n(C)c(=O)n2C)cc1	1603	1588
O=C(c1ccc(-c2ccc(Cl)cc2Cl)o1)N1CCOCC1	1652	1471
NC(=O)C1(N2CCCCC2)CCN(C(=S)NC2CCCC2)CC1	1689	1713
COc1ccc(/C=N/NC(=O)CNC(=O)c2ccc(S(=O)(=O)N3CCOCC3)cc2)c(OC)c1	1960	1610
N#C/C(=C\c1ccc(N2CCCCC2)o1)C(=O)Nc1cccc(Br)c1	1909	1647
COc1ccc(NC(=O)c2ccccn2)cc1S(=O)(=O)N1CCOCC1	1737	1466
C/C(CC(=O)NC1CCCC1)=N\NC(=O)Cc1csc(N)n1	2068	1721
CCn1nc(C)c(/C=C/C(=O)Nc2ccc(C)cc2C)c1C	1827	1589
CN(C)c1ccc(C=NCCc2ccc(S(N)(=O)=O)cc2)cc1	1798	1507
c1cncc(C(c2nnnn2C2CCCCC2)N2CCCCC2)c1 (stereo unspecified)	1873	1547
COc1ccc(CNc2nc(-c3cccnc3)nn2C(C)=O)cc1	1833	1549
COc1ccc2c(c1)C(=O)[C@@H](O)[C@H](c1ccc(OC)c(Br)c1)O2	1732	1556
COc1ccc(CNC(=O)CCCCCNc2nc(=S)[nH]c3ccccc23)cc1	1730	1629
CC12CC(c3ccccc3O1)N(C(=O)c1ccco1)C(=O)N2c1ccccc1 (stereo unspecified)	1822	1315
c1ccn2cc(CSC3=NCCS3)nc2c1	2125	1695
CCN(CC)S(=O)(=O)c1ccc(/C=C/C(=O)Nc2c(C)n(C)n(-c3ccccc3)c2=O)cc1	1940	1427
O=C(NC1CCCCCC1)C(=O)NC1CCCC1	1820	1600
CCOCc1c(C(=O)NC2=Nc3ccccc3NC(CC)=C2C(=O)OCC)oc2ccccc12	2010	1504
CC(=O)NC1=NN(C(C)=O)C(C)(CCS(=O)(=O)c2ccc(Br)cc2)S1 (stereo unspecified)	1892	1514
COc1ccc(-c2nnc(SCC(=O)Nc3ncc(C(F)(F)F)cc3Cl)n2CC(C)C)cc1	1612	1448

Other compounds:
SMILES	SRC1 TRFRET art	SRC3 TRFRET art
CC(=O)c1ccc(Nc2cc(C)nc3c(C)cccc23)cc1	1756	1690
CN1CCN(C(=S)Nc2cccc(S(=O)(=O)N(C)C)c2)CC1	1833	1622
COc1cccc(NC(=O)NC(C)C2CC3CCC2C3)c1 (stereo unspecified)	1873	1597
Cc1cc(C)c(NS(=O)(=O)c2cccc3cccnc23)c(C)c1	1665	1650
COC(=O)c1ccc(CN2C(=O)NC3(CCC(C)CC3)C2=O)cc1 (stereo unspecified)	1671	1479
Cc1ccc(N=C2NC(=O)/C(=C\c3cccs3)S2)cc1C	1911	1593
C/C(=N\NC(=O)C(c1ccccc1)c1ccccc1)c1ccccn1	1881	1676
Cc1ccc(-c2ccc(S(=O)(=O)NCc3ccco3)cc2)cc1	1826	1584
O=C(c1ccco1)N1CCN(c2ccnc3cc(Cl)ccc23)CC1	1611	1612
CCCNC(=O)C1CCN(S(=O)(=O)c2cccs2)CC1	1749	1575
Cc1nc2c(C(=O)NCCC(C)C)c[nH]n2c(=O)c1Cl	1937	1750
Fc1ccc(F)c(C2=NNC(=Nc3ccccc3F)SC2)c1	1624	1493
O=C(N/N=C/c1cccc([N+](=O)[O-])c1)c1ccc(CN2CCOCC2)cc1	1754	1588
Cc1ccc(-c2nn(-c3cccc(F)c3)cc2CN2CCN(c3ccccn3)CC2)o1	1730	1582
Cc1nnnn1CC(=O)Nc1ccccc1[N+](=O)[O-]	1835	1599
O=C(COC(=O)c1cc(Cl)ccc1[N+](=O)[O-])Nc1cccc2ccccc12	1679	1716
COc1ccc(Cl)cc1NC(=O)C(C)N(C)Cc1cccc(Cl)c1Cl (stereo unspecified)	1744	1575
CC(C)(C)NC(=O)NC(=O)CN1CCCCCCC1	1893	1576
Clc1ccc(-c2cn(-c3ccccc3)c3[n+]2CCS3)cc1	1512	1620
CCOc1ccc(NC(=O)CC2Nc3ccccc3NC2=O)cc1 (stereo unspecified)	1913	1484

Next records
SMILES	SRC1 TRFRET art	SRC3 TRFRET art
COc1ccc(/C=C/C(=O)O)cc1S(=O)(=O)N1CCCCC1	1634	1705
CCN(CC)c1ccc(NC(=O)c2ccc(=O)[nH]c2)cc1S(=O)(=O)Nc1ccccc1OC	2085	1528
COc1ccc(Nc2nnc(SCc3cn4c(C)cccc4n3)s2)cc1	1494	1403
CCOc1ccc(CN2CCN(S(=O)(=O)c3ccc(NC(C)=O)cc3)CC2)cc1	1796	1443
Cc1nn(C)c(C)c1S(=O)(=O)N(CC(=O)Nc1ccccn1)c1ccc(C(C)C)cc1	1731	1569
COc1nc(Cl)cn(-c2ccc(Cl)cc2)c1=O	1966	1510
COc1ccc(NC(=O)Cn2nnc(C(=O)NCc3ccccc3)c2N)c(OC)c1	1949	1319
O=C(CN1CCN(c2ccccn2)CC1)N(c1ccccc1)c1ccc2ccccc2c1	1955	1760
O=C(CSc1ccc2nnc(-c3ccc(F)cc3)n2n1)N1CCCc2ccccc21	2130	1633
Cc1cc(N/N=C/c2ccco2)c2ccccc2n1	1625	1663
Cc1ccc(C(=O)CC(=O)COc2ccc(Cl)cc2C)cc1	1787	1719
O=C(CCC1CCCN(C(=O)c2ccco2)C1)NCc1ccccc1F (stereo unspecified)	1700	1535
Cc1ccc(OCCN2C(=O)S/C(=C\c3ccc(C)o3)C2=O)cc1	1832	1666
COc1ccc(-c2nc(NC(=O)C3=NN(c4cccc(C)c4)C(=O)CC3)sc2C)cc1	1779	1511
COc1cccc(/C=N/Nc2ncnc3c2ncn3Cc2ccccc2)c1O	1916	1533
CC1CCN(c2nc3ccc(C(=O)O)cc3s2)CC1	1866	1443
O=C(NCCO)c1ccc(Cl)c(Cl)c1	1740	1514
O=C(CCn1c(=O)oc2ccccc21)N1CCN(c2ccc(F)cc2)CC1	1707	1492
Cc1nc2ccccc2n1CC(=O)N/N=C/c1cccs1	1867	1527

Record cards, as listed above:
CC1CCN(c2nc3ccc(C(=O)O)cc3s2)CC1 is listed as SRC1 TRFRET art: 1866; SRC3 TRFRET art: 1443
COc1cccc(/C=N/Nc2ncnc3c2ncn3Cc2ccccc2)c1O is listed as SRC1 TRFRET art: 1916; SRC3 TRFRET art: 1533
O=C(NCCO)c1ccc(Cl)c(Cl)c1 is listed as SRC1 TRFRET art: 1740; SRC3 TRFRET art: 1514

Screening results (PubChem BioAssay)

A portion of the library. The share of hits here may be higher or lower than overall.
